# CHT block = inhibitors of human choline transporter CHT | CHT-expressing cells, membrane potential dye, choline response; stronger effect = lower value | hit rate 0.86% among 310,000 | High affinity choline transporter 1 (Homo sapiens), Q9GZV3 | B-score at 10 µM | AID 488975, 2010;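 active = B-score over 3 SD under the library average, and starting fluorescence ratio not unusually high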;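 note: choline stimulus applied at its EC90 after an EC20 pre-addition; B-score computed on integrated fluorescence ratio after choline addition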
# Target sequence (Q9GZV3 whole entry, looked up): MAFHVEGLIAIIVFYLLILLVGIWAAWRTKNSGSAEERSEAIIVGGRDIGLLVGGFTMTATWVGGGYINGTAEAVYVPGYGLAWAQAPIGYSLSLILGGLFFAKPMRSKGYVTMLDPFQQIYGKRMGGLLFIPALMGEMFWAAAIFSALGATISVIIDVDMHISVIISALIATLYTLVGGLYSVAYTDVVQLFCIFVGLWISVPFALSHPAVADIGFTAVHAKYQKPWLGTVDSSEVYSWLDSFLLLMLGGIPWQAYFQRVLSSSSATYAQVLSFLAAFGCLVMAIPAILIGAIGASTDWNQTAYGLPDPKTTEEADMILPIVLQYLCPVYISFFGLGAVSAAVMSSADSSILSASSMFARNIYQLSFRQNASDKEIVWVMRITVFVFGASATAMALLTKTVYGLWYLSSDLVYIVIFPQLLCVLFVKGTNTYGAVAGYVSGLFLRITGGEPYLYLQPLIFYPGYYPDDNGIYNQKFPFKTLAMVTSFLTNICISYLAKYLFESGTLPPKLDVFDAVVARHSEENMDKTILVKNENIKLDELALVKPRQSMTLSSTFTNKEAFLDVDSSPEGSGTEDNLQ
# Kir21 inh = inhibitors of mouse Kir2.1 inward-rectifier potassium channel | HEK293-Kir2.1, FluxOR thallium flux fluorescence; stronger effect = lower value | B-score at 10 µM | hit rate 0.85% among 310,000 | AID 1672, 2009;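 active = fluorescence ratio B-score at or below minus 3 SD of library scores, with starting-brightness B-score within 2 SD, cut at about -4.2 in these data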;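 note: channel flux triggered by added potassium and thallium sulfate stimulus; B-score of peak minus minimum fluorescence over baseline after thallium stimulus; more negative B-score means stronger Kir2.1 block with less thallium influx; some compounds called inactive have numbers as strong as hits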
# Target sequence (P35561 whole entry, looked up): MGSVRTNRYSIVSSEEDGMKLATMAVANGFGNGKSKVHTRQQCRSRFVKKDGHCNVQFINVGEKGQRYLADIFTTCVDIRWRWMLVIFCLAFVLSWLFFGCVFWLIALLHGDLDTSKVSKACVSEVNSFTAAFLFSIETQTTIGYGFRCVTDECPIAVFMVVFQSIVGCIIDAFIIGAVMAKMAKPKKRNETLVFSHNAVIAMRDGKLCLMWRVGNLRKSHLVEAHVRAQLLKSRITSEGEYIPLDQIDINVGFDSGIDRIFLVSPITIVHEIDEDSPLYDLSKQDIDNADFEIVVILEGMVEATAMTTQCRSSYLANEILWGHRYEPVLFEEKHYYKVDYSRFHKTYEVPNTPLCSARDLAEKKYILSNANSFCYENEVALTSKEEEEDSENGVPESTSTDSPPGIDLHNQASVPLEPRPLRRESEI
# * hit, by the source's call; i = inactive; · = not tested or not shown.
CHT block | Kir21 inh | Molecule
i | -0.25 | O=C(Cn1c(=O)n(Cc2ccccc2)c(=O)c2ccccc21)NCc1ccco1
i | -0.01 | NC(=S)N/N=C/c1ccccc1OC(=O)c1cc2ccccc2oc1=O
i | 0.09 | O=C(NNC(=O)c1ccc([N+](=O)[O-])cc1)c1ccc(F)cc1
i | -0.92 | CCCCCCCCCCCCN1[C@@H](CC(=O)OC)c2cc(F)ccc2S1(=O)=O
i | -0.01 | O=C(O)c1ccc(CSc2nnc(SCc3ccccc3)s2)cc1
i | -0.78 | COc1ccc(C(=O)OCC(=O)NC(=O)NC2CCCC2)c(O)c1
i | 0.94 | Cc1ccc(C(C(=O)Nc2ccc(C(C)C)cc2)N(C)C(=O)c2ccc(=O)[nH]c2)cc1 (stereo not given)
i | 0.05 | COc1ccc2nc(Cl)c(C3CC(c4ccco4)=NN3C(=O)CCC(=O)O)cc2c1 (stereo not given)
i | -0.55 | COC(=O)c1sccc1NC(=O)c1ccccc1Br
i | -0.02 | CC(=O)CC(=O)Nc1nc(C)cc(C)n1
i | -0.15 | CCn1c(C)nc2cc(C#N)ccc21
i | -0.26 | CCOc1ccc2nc(S(N)(=O)=O)sc2c1
i | -0.02 | Cc1cc(C2C(=O)C(C(=O)c3ccc(Cl)cc3)C(=O)CC2(C)C)on1 (stereo not given)
i | -0.55 | C=CCn1c(COc2ccc(F)cc2)nnc1SCC(=O)N1CC(=O)Nc2ccccc21
i | 0.38 | COc1ccc(OC)c(NC(=O)CCN2CCCCCC2)c1

# A section from further up, for reference:
CHT block | Kir21 inh | Molecule
i | -0.25 | O=C(Cn1c(=O)n(Cc2ccccc2)c(=O)c2ccccc21)NCc1ccco1
i | -0.01 | NC(=S)N/N=C/c1ccccc1OC(=O)c1cc2ccccc2oc1=O
i | 0.09 | O=C(NNC(=O)c1ccc([N+](=O)[O-])cc1)c1ccc(F)cc1
i | -0.92 | CCCCCCCCCCCCN1[C@@H](CC(=O)OC)c2cc(F)ccc2S1(=O)=O

# Later entries
CHT block | Kir21 inh | Molecule
i | 1.04 | CCOC(=O)CC1C(=O)NCCN1C(=O)c1cc2c(=O)n3ccccc3nc2s1 (stereo not given)
i | -0.19 | COc1ccc(Cn2c(O)c(/C=C3/C=CC=N3)c(=O)[nH]c2=O)cc1
i | -0.06 | O=C(/C=C/c1ccc(Cl)cc1)Nc1ccc(S(=O)(=O)Nc2ncccn2)cc1
i | -0.06 | CC(=O)NCCn1ccc2ccccc21
i | -0.84 | Oc1ccc(C2=NNC(c3ccc(O)cc3)=NN2)cc1
i | -0.53 | COC(=O)c1c(N)sc(C(=O)NCCc2ccccc2)c1C
i | 0.28 | O=S(=O)(c1ccccc1)c1ccc(NCc2ccco2)cc1
i | 0.49 | O=C(NCc1ccc2c(c1)OCO2)C(=O)NCC(c1ccco1)N1CCN(c2ccccc2)CC1 (stereo not given)
i | -2.01 | O=C(c1ccc(Cn2cc(Cl)c([N+](=O)[O-])n2)cc1)N1CCN(Cc2ccccc2)CC1
i | 1.71 | O=C(O)c1ccc(NS(=O)(=O)c2cc(Cl)sc2Cl)cc1
i | -1.79 | O=C(CC(c1ccccc1)c1ccccc1O)NCc1ccccc1 (stereo not given)
i | -0.63 | CCOc1ccccc1C1c2[nH]c3ccccc3c2C[C@H]2C(=O)N(C3CC3)CC(=O)N12 (stereo not given in full)
i | -0.39 | Cc1cc(NC(=O)c2cnn3c(C(F)F)cc(-c4ccccc4)nc23)no1
i | 0.3 | Cc1ccc(NC(=S)NNC(=O)c2ccccc2OC(F)F)cc1
i | -0.52 | O=C(NC(=S)Nc1ccccc1)c1ccc(-c2ccccc2)cc1

# 3 entries from above, tab-delimited:
SMILES	CHT block	Kir21 inh
COC(=O)c1sccc1NC(=O)c1ccccc1Br	i	-0.55
CC(=O)CC(=O)Nc1nc(C)cc(C)n1	i	-0.02
CCn1c(C)nc2cc(C#N)ccc21	i	-0.15

# Next records.
CHT block | Kir21 inh | Molecule
i | 1.15 | CC1(OC(=O)CCc2ccccc2)C(=O)C=C2C=C(c3ccc(C#N)cc3)N(CCc3ccccn3)C=C2C1=O (stereo not given)
i | 0.26 | CCn1c(O)c(N=N)c2ccccc21
i | 0.09 | CCCCn1c(N)c(N(CC(C)C)C(=O)CN(C)Cc2cccc(OC)c2)c(=O)[nH]c1=O
i | -0.81 | c1ccc2nc(-c3ccc4c(c3)OCO4)ccc2c1
i | 2.18 | Cc1cc(C(C)(C)C)cc(S(=O)(=O)NCC(=O)O)c1C
i | 0.01 | COC(=O)c1ccc(C(=O)Nc2ccc(N)cc2N)cc1
i | 0.19 | CCC/C(=N\NC(=O)c1ccccc1C)c1ccccc1
i | -0.22 | O=C(CCN1CCCCO1)N1CCCC(N2CCN(c3ccc(F)cc3)CC2)C1 (stereo not given)
i | -2.4 | CN(C)C=Nc1nonc1N
i | 1.02 | CCOC(=O)N1CCN(C(=O)c2c[nH]c3ccc(S(=O)(=O)N(C)c4cccc(C)c4)cc3c2=O)CC1
i | · | O=C(Nc1ccc(F)cc1)c1cccc2c1C(=O)N(Cc1ccccn1)C2
i | -1.4 | CNc1nc(C)nc(-n2nc(C)cc2C)n1
i | 1.65 | COc1ccc(OC)c(/C=N/NC(=O)c2c(C)nc3ccc(C)cn23)c1
i | 0.53 | CCc1ccc(OCC(=O)OCC(=O)c2ccc3c(c2)NC(=O)CO3)cc1
i | 1.11 | CCCCN1C(=O)/C(=C2\SC(N3CCOCC3)=NC2=O)c2ccccc21

# Grouped by structure: the entries above with two or more sulfur atoms
CHT block | Kir21 inh | Molecule
i | -0.01 | O=C(O)c1ccc(CSc2nnc(SCc3ccccc3)s2)cc1
i | -0.26 | CCOc1ccc2nc(S(N)(=O)=O)sc2c1
i | 1.71 | O=C(O)c1ccc(NS(=O)(=O)c2cc(Cl)sc2Cl)cc1

# (next part)
CHT block | Kir21 inh | Molecule
i | -0.07 | COc1ccc(C2C(C#N)=C(N)Oc3cc(N)ccc32)cc1 (stereo not given)
i | -1.46 | COc1cc(NC(=O)Cc2ccc(S(=O)(=O)N3CCOCC3)s2)c(OC)cc1Cl
i | -1.45 | O=C(C1=C[C@@H]2[C@H]3C(=O)N(c4cccc(Cl)c4)C(=O)[C@H]3[C@@H](C(=O)c3ccc(Cl)cc3)N2C=C1)c1ccccc1
i | -0.56 | Cc1cc(/C=C2\SC(=S)NC2=O)c(C)[nH]1
i | 0.04 | O=C(N/N=C/c1c[nH]c2ccccc12)C1COc2ccccc2O1 (stereo not given)
i | -1.54 | COc1ccc(OCC(=O)N/N=c2\oc3c(OC)cccc3cc2C(N)=O)cc1
i | · | C=CCSc1nc2ccccc2n1S(=O)(=O)c1ccc(C)cc1
i | 0.41 | Cn1nccc1C(=O)NC1CCCc2c1cnn2-c1cc(F)cc(F)c1 (stereo not given)
i | 0.79 | COc1cc(/C=N/NC(=S)NC(C)C)ccc1OCC(=O)Nc1c(C)cc(C)cc1C
i | -2.2 | COCc1cc(=O)[nH]c(SCC(=O)c2ccccc2)n1
i | -0.07 | O=c1cc(C(F)(F)F)[nH]c2c(OC(F)(F)F)cccc12
i | -2.06 | CC1CCCN(S(=O)(=O)c2cc(Cl)ccc2Cl)C1 (stereo not given)
i | -1.52 | CCOC(=O)c1cnc2c(cnn2C)c1Oc1ccc(OC)cc1
i | -0.05 | CSc1ccc(/C=N/NC(=O)CN2CCN(Cc3ccc(C)cc3)CC2)cc1
i | 1.48 | CC(=O)c1cccc(NC(=O)Nc2c(C)nn(C)c2C)c1
i | -1.39 | COc1ccc(N2CCN(CC(O)c3c[nH]c4ccc(OC)cc34)CC2C)cc1 (stereo not given)
i | 1.59 | CN(CC(=O)NCc1cccc(F)c1)C(=O)c1ccco1
i | 0.7 | O=C1N=NC2=C1c1c3ccccc3c(O)n1CC2
i | -0.19 | CC(=O)Oc1ccc(N(C(C)=O)S(=O)(=O)c2ccc(C)cc2C)c2ccccc12
i | 0.01 | COc1ccc(/C(C)=N/Nc2nc3ccccc3nc2C)cc1
i | -0.58 | N/N=C(\c1ccccc1)c1cc(Cl)ccc1N
i | 1.88 | Cc1cc(C)cc(OCC(=O)Nc2nonc2NC(=O)COc2cc(C)cc(C)c2)c1
i | 0.13 | COC(=O)CSc1nc(SCc2ccccc2Cl)nc2c1CCCC2
i | -1.18 | O=C(Nc1ccccc1NC(=O)c1c(F)c(F)c(F)c(F)c1F)c1c(F)c(F)c(F)c(F)c1F
i | 0.72 | Cc1coc(NC(=O)CSc2nc(-c3ccncc3)cc(C(F)(F)F)c2C#N)n1
i | -0.33 | COC(=O)CCC(=O)NC(=S)Nc1c(C)cccc1C
i | -0.01 | Cc1ccc(OCC(=O)N2CCc3ccccc3C2)cc1
i | -1.15 | CCOc1cc(C2C3=C(CC(C)(C)CC3=O)N(CCOC)C3=C2C(=O)CC(C)(C)C3)ccc1OC
i | -0.17 | O=C(OCC(O)C(O)COC(=O)c1ccccc1)c1ccccc1 (stereo not given)
i | -0.89 | FC(F)(F)c1nnc2ccc(Sc3ccccn3)nn12
i | -1.86 | N#Cc1nc(Cc2ccccc2)oc1N1CCC(C(N)=O)CC1
i | 1.91 | CC(C)(C)c1ccc(C(=O)N/C(N)=N/c2nc3ccccc3o2)cc1
-5.2* | 0.01 | COC(=O)COc1ccc(S(=O)(=O)N2CCN(c3ccccc3F)CC2)cc1
i | -2.47 | O=S(=O)(Nc1ccccc1)c1ccc(NS(=O)(=O)c2cccs2)cc1
i | 0.5 | O=C(O)CC1(CC(=O)Nc2ccc3c(c2)OCCCO3)CCCCC1
i | -0.94 | COc1ccccc1NC(=O)COC(=O)Cc1cccs1
i | -1.9 | Cc1ccc(NC(=O)Cn2cc(S(=O)(=O)c3ccc(F)cc3)c(=O)c3cc(F)ccc32)cc1
i | -0.98 | Cc1ccc(CC(=O)NCCS(=O)c2ccc(C)cc2)cc1 (stereo not given)
i | -1.72 | COC(=O)c1cc2c(=O)c3ccccc3oc2nc1C
i | 0.42 | CC(=O)Nc1cccc(S(C)(=O)=O)c1
i | 1.59 | CCC(CC)c1nnc(NS(=O)(=O)Cc2ccccc2)s1
i | 0.62 | CCN1C(=O)C(C)S/C1=N\S(=O)(=O)c1ccc(F)cc1 (stereo not given)
i | 0.43 | Cc1csc(SCc2ccc(C(=O)O)cc2)n1
i | -0.3 | COc1ccccc1NC(=O)c1c(C)oc2c1CCCC2
i | -6* | C=CCCC1(C)C(=O)N(c2ccccc2)c2ccccc21 (stereo not given)
i | -0.64 | CCOC(=O)c1cc(C)[nH]c(=O)c1C#N
i | -1.88 | Cc1ccc(/C=C/C(=O)OC(C)C(=O)Nc2ccc(Cl)cn2)o1 (stereo not given)
i | -0.57 | CCOC(=O)c1c(N)sc2c1CCCC2=O
i | 0.01 | C=CCn1c(O)c(C=Nc2ccc(Cc3ccncc3)cc2)c(=O)[nH]c1=S
i | -0.57 | CC(C)(C)NC(=O)N1CCCN(c2ccc(C(F)(F)F)cn2)CC1
i | -0.97 | O=C1CC(c2ccco2)Cc2nc(N3CCc4ccccc4C3)ncc21 (stereo not given)
i | -0.19 | CCN(CC(=O)Nc1cccc(F)c1)Cc1nc2ccccc2c(=O)[nH]1
i | 0.79 | CCOC(=O)c1c(C)[nH]c(C(=O)OCC(=O)N(C)C2CCS(=O)(=O)C2)c1C (stereo not given)
i | -0.45 | c1ccc(-n2ncc3c(N4CCN(c5ccccn5)CC4)nc(N4CCCCCC4)nc32)cc1
i | · | O=C(N/N=C/c1cc(Cl)ccc1O)c1ccc(Br)cc1
i | -0.5 | CCOc1ccc(CN(C)CC(=O)NCc2ccc(F)cc2)cc1
i | -0.09 | COC(=O)C(NC(C)=O)(Nc1cccc(C)n1)C(F)(F)F (stereo not given)
i | -1.19 | COC(=O)Cc1c(C)nc(SCc2ccccc2)[nH]c1=O
i | -1.27 | CCNC(=S)N/N=C/c1cc(C)ccc1C
i | 0.54 | N#C/C(=C/c1cccs1)c1nc2ccccc2[nH]1

# New compounds follow.
CHT block | Kir21 inh | Molecule
i | 1.14 | c1ccc(CCSc2ncnc3nc[nH]c23)cc1
i | -3.17 | O=C(Oc1ccc(C(=S)N2CCOCC2)cc1)c1ccccc1
i | -0.1 | O=C(Cc1c(F)cccc1Cl)NNC(=S)Nc1ccc(S(=O)(=O)Nc2ncccn2)cc1
i | -3.02 | O=C(CSc1nccn(-c2ccc(Br)cc2)c1=O)Nc1ccccc1F
i | -1.32 | CCCCC12CN3CCN(CC(C3)/C1=N\NC(=O)Nc1ccccc1)C2
i | 0.41 | COc1cc(NC(=O)CCc2nc(-c3cccs3)no2)cc(OC)c1OC
i | 0.64 | C/C(CC(=O)N1CCN(C=O)CC1)=N\NC(=O)c1cc2ccccc2cc1O
i | -0.6 | O=C(O)c1ccccc1SC1CC(=O)N(c2ccccc2)C1=O (stereo not given)
i | -0.33 | COc1ccc([C@@H]2Sc3ccccc3N(CCN(C)C)C(=O)[C@@H]2OC(C)=O)cc1
i | 2.49 | CCN(CC)C(=O)N1CCN(C)CC1
i | -1.71 | COc1ccccc1CNCc1ccc(C)cc1
i | -1.15 | COC(=O)COc1ccc(S(=O)(=O)N2CCN(c3ccc(OC)cc3)CC2)cc1
i | 1.5 | Cc1cc(C)c(C#N)c(SC2CCCCC2=O)n1 (stereo not given)
i | -0.05 | O=C(CN1C(=O)NC2(CCOc3ccccc32)C1=O)Nc1ccc(F)c(F)c1F (stereo not given)
i | -2.1 | COc1c(Cl)cc(Cl)cc1C(=O)n1nc(C)cc1C
i | -0.47 | C/C=C(\C)C(=O)NCCN1C2=NC[C@H](Cc3ccccc3)N2C[C@H]1Cc1ccc(O)cc1
i | -0.07 | CC(=O)N1CCN(c2ccc(S(=O)(=O)NCCN(C(C)C)C(C)C)cc2[N+](=O)[O-])CC1
i | · | CCC(C)CCN1C(N(C)C)=NC[C@@H]1C (stereo not given in full)
i | 2.59 | O=S(=O)(c1cnc[nH]1)N1CCN(c2ccccc2)CC1
i | 0.69 | Cc1ccc(CS(=O)(=O)CCC(=O)NCC2CCCO2)cc1 (stereo not given)

# Screens (PubChem BioAssay)
